SW480 rerep – induces DNA re-replication in SW480 colon adenocarcinoma cells; Potency, µM (highest dose often 46.1 µM), for the others: at the top dose re-replication activation, usual class: activators; SW480 DNA re-replication, Hoechst DNA content imaging, 48 h; 1.8% of 340,000 active; AID 624297; further: potency means the concentration at half of the fitted maximal effect; % of control where 0% means no effect; nearly all actives have a fitted effect of over 55% in size
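Cells (250 per well) received 23 nL compound or DMSO by pin tool and were kept 48 hr at 37 C, 5% CO2. Nuclei were then stained with Hoechst for 40 min and scanned for DNA content.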
ATXN viability – viability counter-screen for ATXN expression inhibitors; S2 cells (HEK-293 line with an ATXN2-luciferase reporter) viability, CellTiter-Fluor protease fluorescence, 24 h; Potency, µM (titrated, usually from 56.7 µM), most hits filed as cytotoxic; 0.49% of 400,000 active; AID 651635; further: potency means the concentration at half of the fitted maximal effect; nearly all actives have a fitted effect of over 40% in size
HT1080 IDH1KD tx – kills HT-1080 cells with IDH1 knockdown; AID 686971; 2% of 360,000 active; HT-1080 IDH1 knockdown viability, ATP luminescence, 48 h; Potency, µM (doses to about 46.1 µM), inactives show at the top dose activity, negative = toxicity, most hits filed as cytotoxic;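 further: potency means the concentration at half of the fitted maximal effect; 0% = DMSO wells and -100% = cell-free medium wells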
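HT-1080-IDH1KD cells (IDH1 knocked down), 750/well in RPMI with 5% FBS, treated with compound 48 h at 37 degrees C. Viability by CellTiter-Glo luminescence, normalised to DMSO and no-cell wells; concentration-response curves classed.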
IL1B secr inh – inflammasome signaling inhibition, IL-1 beta readout; activity change, % at 57.5 µM; 4.7% of 360,000 active; AID 743279; THP-1 LPS/ATP IL-1B secretion, AlphaLISA, 16 h; active compounds read low; in the data active means activity change below about -50%; inconclusive means mostly about -30% to -49%; further: on the % scale 0 is the no-effect control and ±100 the full control effect
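Secreted IL-1B measured by AlphaLISA bead assay after 16 h compound exposure of THP-1 cells; compounds (final up to 57.5 uM) added 1 h before LPS (250 ng/mL) and ATP (1.25 mM) stimulation; lower signal means less secretion.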
MCF10A rereplic – inducers of DNA re-replication in MCF 10A breast cells; MCF 10A DNA re-replication, Hoechst nuclear intensity, 48 h; Potency, µM (series often up to 46.1 µM), for inactives: top-dose activity, positive = re-replication, most hits filed as activators; 2.9% of 350,000 active; AID 624296; further: potency means the concentration at half of the fitted maximal effect; % of control where 0% means no effect; nearly all actives have a fitted effect of over 50% in size
KB-V1 cytotox – KB-V1 MDR subline cytotoxicity. KB-V1 MDR cells viability, CellTiter-Glo, 72 h. Potency, µM (top dose mostly 46.1 µM), without a hit: at the top dose activity change, negative = cytotoxicity, hits mostly cytotoxic. 3.4% of 400,000 active; further: potency means the concentration at half of the fitted maximal effect; on the % scale 0 is the no-effect control and ±100 the full control effect; nearly all actives have a fitted effect of over 60% in size
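qHTS viability screen in drug-selected KB-V1 MDR cells: 72 h compound treatment at 37 degrees C, ATP luminescence end point.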
KB-3-1 tox – kills parental KB-3-1 adenocarcinoma cells; 1.4% of 400,000 active; KB-3-1 viability, CellTiter-Glo ATP luminescence, 72 h; Potency, µM (doses to about 46.1 µM), for the others: at the highest dose activity change, negative = cytotoxic, most hits filed as cytotoxic; further: potency means the concentration at half of the fitted maximal effect; on the % scale 0 is the no-effect control and ±100 the full control effect; nearly all actives have a fitted effect of over 60% in size
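KB-3-1 parental drug-naive adenocarcinoma cells in DMEM/10% FBS, incubated 72 h at 37 C with pin-transferred compounds across a concentration series. Viability by CellTiter-Glo luminescence; concentration-response curves fitted after normalization.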
HT1080NT lethal – kills 2HG-producing HT-1080-NT fibrosarcoma cells; AID 686970; 1.6% of 360,000 active; Potency, µM (series often up to 46.1 µM), for inactives: at the highest dose activity, negative = less viability, most hits filed as cytotoxic; HT-1080-NT fibrosarcoma viability, CellTiter-Glo ATP luminescence, 48 h;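 further: NT is the 2HG producing partner of a matched IDH1 knockdown line; potency means the concentration at half of the fitted maximal effect; 0% = DMSO-treated cells and -100% = media-only wells without cells; nearly all actives have a fitted effect of over 55% in size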
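Fibrosarcoma NT cells, 750 per well in 5% FBS RPMI, were exposed to compound for 48 hours. Viability: CellTiter-Glo luminescence.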
ATXN2 expr inh – ATXN2 expression inhibition; AID 1745845; HEK-293 ATXN2-luciferase reporter, luminescence, 24 h; Potency, µM (doses to about 57 µM), without a hit: at the top dose activity change, negative = inhibition, usual class: inhibitors; 0.72% of 360,000 active; further: potency means the concentration at half of the fitted maximal effect; on the % scale 0 is the no-effect control and ±100 the full control effect; nearly all actives have a fitted effect of over 55% in size
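ATXN2-luciferase reporter cells (luciferase flanked by upstream and downstream ATXN2 gene portions) were treated 24 h at 37 °C with compounds at up to 57 uM. SteadyGlo luminescence gave expression; GF-AFC fluorescence gave viability.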
Numbers without * were called inactive; i = inactive; ? = inconclusive; nt = no result given; & = joins results of further samples; ! = repeats disagree; [ ] = another dose, or the depositor's remark. Unless noted, the call rests on the fitted dose curve; in most records, active means well fitted curve in the direction sought with a large enough effect; inconclusive means small, poorly fitted or top-dose-only effect, or another doubt; inactive means no such curve, though single readings can be large; an effect the other way counts as inactive or inconclusive. Not all compounds are listed, so the mix of outcomes need not match the whole.

Order of values: IL1B secr inh | ATXN viability | HT1080 IDH1KD tx | ATXN2 expr inh | MCF10A rereplic | KB-3-1 tox | KB-V1 cytotox | HT1080NT lethal | SW480 rerep
> CCCCCn1c(=O)c(C(=O)Nc2nc3ccccc3[nH]2)c(O)c2ccccc21
 : 15 | i | -7% | -9% | ? | ? | ? | -3% | -5%
> COC(=O)C1=C(c2ccc(F)cc2OCc2ccccc2)C[C@@H]2CC[C@H]1N2C(=O)NCc1ccc(C(F)(F)F)cc1
 : -52* | i | -4% | -19% | 15µM* | -4% | -2% | -2% | -5%
> CN(c1ccccc1)P(=O)(N1CC1)N1CC1
 : 9 | i | -3% | -9% | 25% | -2% | 16% | 8% | ?
> COc1ccccc1NS(=O)(=O)c1cc(NC(=O)c2ccc(Cl)nc2)ccc1N1CCCC1
 : -6 | ? | -4% | -31% | 11% | -25% | 4.1µM* | -2% | 8%
> O=[N+]([O-])c1ccc(N2CCCNCC2)c2ncccc12
 : 0 | ? | ? | 0% | -16% | 0% | ? | ? | 16%
> C[C@]12CCC(=O)C=C1CC[C@@H]1[C@@H]2CC[C@]2(C)C(=O)CC[C@@H]12
 : 5 | i | 6% | 0%&-10% | ? | 0% | ? | 19% | 1%&1%&-7%
> CCC1([N+](=O)[O-])COP(=O)(NCc2cccnc2)OC1 (configuration not stated)
 : 6 | i | 20% | -4% | -2% | -1% | 0% | 8% | -1%
> C=C(C=O)CC1CC(O)[C@]2(C)OC3C[C@@H]4OC5C[C@]6(C)O[C@]7(C)CCC8OC9C[C@]%10(C)OC(/C(C)=C\CO)C(O)CC%10OC9CC(C)C8OC7CC6O[C@]5(C)C/C=C\C4OC3CC2O1 (some centres not stated)
 : -2 | i | 16% | 4% | 13% | -3% | -15% | 3% | -2%
> Nc1c(C(=O)Nc2ccc(F)c(Cl)c2)sc2nc3c(cc12)N1CCC3CC1
 : nt | i | nt | ? | nt | ? | ? | nt | nt
> CC[C@H](C)[C@@H](C(=O)N1CCCC1c1nccs1)N(C)C(=O)[C@H](CC(C)C)N(C)C(=O)[C@H](Cc1ccc(OC)cc1)N(C)C(=O)/C=C(\C)OC (some centres not stated)
 : 73 | ? | -6% | -31% | ? | 0% | 0% | -4% | 21µM*
> O=C1NC[C@H](CCCCN2C[C@@H](Cc3ccccc3)N(CCC3CCCCC3)C(=O)C2=O)N(CCC2CCCCC2)C1=O
 : ? | i | 2% | 14% | nt | ? | -3% | 11% | nt
> CCN(CC)N=O
 : -97* | i | 16% | 4% | 31% | -8% | 4% | -8% | -16%
> Cc1ccc(C=C2C(Cl)=C(Cl)C(Cl)=C2Cl)cc1
 : -6 | i | 0% | -1% | ? | ? | ? | -20% | ?
> CCc1ccccc1Nc1nn2c(=O)c3ccc(C(=O)Nc4cc(C)cc(C)c4)cc3nc2s1
 : nt | ? | nt | ? | nt | 3% | 0% | nt | nt
> CCCCn1c(O)c(C(C)=NCc2cc(OC)cc(OC)c2)c(=O)[nH]c1=O
 : 0 | i | -28% | -13% | -181%[0.0737 µM] | 6% | ? | -10% | -23%
> COc1cccc(C(=O)C2CN(C)CC2c2ccc(Cl)cc2)c1 (configuration not stated)
 : -59* | i | -22% | -17% | 7% | ? | ? | -2% | -2%
> N#Cc1cc2c(nc1SCC(=O)Nc1ccc(F)c(Cl)c1)C1CCN2CC1
 : nt | i | nt | 49%[activator] | nt | -21% | 15µM* | nt | nt
> Cn1cc(C(=O)OCC(=O)Nc2ccccc2Cl)c2ccccc21
 : -6 | i | -23% | -11% | 19% | 10% | -22% | -17% | ?
> OC1(c2ccc(Cl)cc2)CCN(Cc2c[nH]c3ccccc23)CC1
 : ? | i | 18µM* | ? | -17% | 0% | -19% | 18µM* | 4%
> COc1ccc(C(=O)C2CCCN(Cc3cnc(C)s3)C2)c(OC)c1 (configuration not stated)
 : -64* | nt | ? | -4%[11.3 µM] | 3% | ? | ? | -9% | 47%
> O=[N+]([O-])c1cc2c(cc1CNCCc1ccc3c(c1)OCO3)OCO2
 : -1 | i | -1% | -4% | 3% | 0% | ? | -2% | 2%
> COC(=O)C1=C(c2ccc(Cl)c(C(F)(F)F)c2)C[C@@H]2CC[C@H]1N2C(=O)N1CCC(O)(c2ccc(Cl)cc2)CC1
 : -83* | ? | ? | ? | ? | ? | ? | ? | ?
> CC1CCN2c3nc4ccccn4c(=O)c3CC3(C(=O)N(C)C(=O)N(C)C3=O)C2C1 (configuration not stated)
 : 19 | i | -1% | 4% | -2% | 2% | 7.3µM* | -17% | -3%
> Cc1ccc(-n2c(C)nc3cc(Cl)ccc3c2=O)nc1
 : 16 | i | -6% | 35% | -1% | -22% | -18% | -1% | 2%
> C=CCn1c(O)c(/C(C)=N/NC(=S)Nc2ccccc2)c(=O)[nH]c1=O
 : 23 | i | 2% | 20% | -3% | ? | 10% | -20% | -9%
> COc1ccc(C(=O)CN2CCCCC2)cc1
 : 2 | i | -1% | -3%[11.3 µM] | -2% | 16% | ? | -1% | 2%
> Nc1ccc(N=Nc2ccccc2)cc1
 : -13 | 22µM*! | -14% | 0% | 7% | -1% | 18% | -12% | 6%
> O=C1CN=C(c2cc([N+](=O)[O-])ccc2Cl)c2cc([N+](=O)[O-])ccc2N1
 : -12 | i | -17% | -5% | ? | -2% | 10% | 0% | 1.6µM*
> CC(=O)Nc1cc(C(=O)N2CCC3(CC2)OCCO3)ccc1Sc1ccc(F)cc1
 : 8 | i | 1% | 2% | 3% | -5% | 4% | 7% | -9%
> C=CCn1c(O)c(C(C)=NCCCO)c(=O)[nH]c1=O
 : -11 | i | 5% | -3% | -5% | 7% | 17% | 10% | -7%
> CCCNc1oc(-c2cccc3ccccc23)nc1C#N
 : -15 | ? | -16% | 5% | ? | -12% | -37% | -5% | -7%
> COC(=O)N(c1ccccc1)P(=O)(Oc1ccccc1)Oc1ccccc1
 : -11 | i | -16% | -9% | -2% | -3% | -5% | -2% | 4%
> CN1CCN(/N=C/c2c[nH]c3ccccc23)CC1
 : 8 | i | 3% | 5% | 0% | 1% | 25% | -2% | -5%[9.22 µM]
> Cc1cccc(C)c1NC(=O)CN(C)CC(=O)Nc1ccc(C#N)c(Cl)c1
 : 0 | i | -24% | 1% | ? | -11% | ? | -15% | ?
> Cn1c(CN2CCCCC2)nc2cc(NC(=O)c3cccc(Br)c3)ccc21
 : -78* | ? | ? | ? | ? | 18µM*! | ? | ? | 17%
> CCOc1ccc2nc(N=Nc3c(O)[nH]c(=S)[nH]c3=O)sc2c1
 : 29 | nt | 16% | 13% | ? | -1% | -7% | 8% | -3%
> c1ccc(Nc2ccc3ccccc3c2)cc1
 : 8 | i | -2% | 19% | 5% | 0% | 0% | 0% | -5%
> COc1cc(C(=O)NCCSc2c(-c3ccccc3)[nH]c3ccccc23)cc(OC)c1OC
 : nt | ? | nt | ? | nt | ? | ? | nt | nt
> C[C@]12CC[C@H](O)C[C@H]1CCC1C2CC[C@]2(C)[C@@H](c3ccc(=O)oc3)C[C@H]3O[C@]132 (some centres not stated)
 : nt | nt | nt | nt | 13µM* | ? | ? | nt | ?
> O=C1NC(=O)N(Cc2cccs2)C(=O)/C1=C/c1ccc(N2CCOCC2)cc1
 : -18 | i | -16% | -13% | ? | 1% | -5% | -21% | -1%
> O=C(c1cc2cc(Br)ccc2[nH]1)N1CCC2(CC1)OCCO2
 : -15 | i | 1% | nt | 6% | -3% | -14% | -8% | -5%
> O=C(NCc1ccccc1)c1cccn(Cc2cccc(Cl)c2)c1=O
 : -16 | nt | 0% | nt | 15% | -14% | -17% | -13% | 5%
> CC(C)NC(=O)Cn1cc(C(=O)c2ccccc2F)c2ccccc21
 : -8 | i | ? | 1% | -2% | 11% | 0% | -19% | 11%[9.22 µM]
> C[C@](N)(CCP(=O)(O)O)C(=O)O
 : -7 | i | 6% | -5% | -4% | 0% | 12% | -2% | 12%
> C[C@H]1CCC[C@@H](O)CCC/C=C/c2cc(O)cc(O)c2C(=O)O1
 : ? | ? | 8.9µM* | 14µM* | 10µM* | -7% | ? | ? | ?
> CCOP(=O)(Cc1ccccc1)OCC
 : 7 | i | 7% | -8% | -36%[inhibitor] | -1% | 9% | 12% | -4%
> CCN(CC)CCC(=O)O[C@H]1CC[C@]2(C)C3CC[C@@]4(C)C(CC[C@]4(C)O)C3CC[C@H]2C1 (some centres not stated)
 : 31 | i | -13% | -3% | 20% | -13% | -19% | -9% | -8%
> COc1cccc(-n2c(/C=C/c3ccc(O)c(O)c3)nc3ccccc3c2=O)c1
 : ? | nt | -30% | 1% | 18µM* | -24% | ? | -17% | 10µM*
> O=C(O)C1C2CCC(O2)C1C(=O)Nc1cccc(Br)c1 (configuration not stated)
 : 22 | i | -10% | nt | 1% | 3% | -6% | -3% | -18%
> Cc1ccc(NC2=NCCCS2)cc1Cl
 : -8 | i | 4% | -10% | -1% | 8% | -8% | 3% | -2%

(further entries)
Order of values: IL1B secr inh | ATXN viability | HT1080 IDH1KD tx | ATXN2 expr inh | MCF10A rereplic | KB-3-1 tox | KB-V1 cytotox | HT1080NT lethal | SW480 rerep
> Cc1cccc(N2CCN(C(=O)CCNS(=O)(=O)c3ccc4c(c3)oc(=O)n4C)CC2)c1C
 : -67* | i | 0% | -33% | ? | ? | ? | -27% | ?
> CC1(C)C(=O)CCC2C1=CCC1C2CCC2(C)C(O)CCC12 (configuration not stated)
 : 23 | i | -1% | 5% | 7% | -6% | 33% | 2% | -1%
> C(#CCN1CCOCC1)COCC#Cc1ccccc1
 : 1 | i | 3% | 33% | 3% | -3% | -4% | 4% | -4%
> O=C1c2ccccc2-n2nnc(-c3ccccc3)c2C2c3cc(Br)ccc3CCN12 (configuration not stated)
 : 0 | i | 14% | 12% | nt | 0% | 19% | 17% | nt

High-throughput results as filed in PubChem BioAssay.
